LEDGF integ inh: blocks HIV-1 LEDGF/p75-dependent DNA integration. TR-FRET IN-LEDGF/p75 DNA integration, Eu/Cy5. inhibition, % at 3.7 µM. actives 0.64% (n = 370,000);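 active = inhibition above the screen-wide mean plus 3 SD, cut at about 13% in these data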;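 also: signal is the Cy5 over europium emission ratio at 671 and 618 nm; 0% = plate median of compound wells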
PG9 Ab binder: small molecules binding HIV-1 gp120 antibody PG9. TR-FRET gp120-PG9 antibody binding. actives 0.43% (n = 360,000). inhibition, % at 6.7 µM. AID 624416; in the data active = inhibition above about 8.5%
TCR CD3 inh: inhibitors of human TCR-CD3 interaction; TAMRA-labeled TCR probe fluorescence, biochemical; actives 0.37% (n = 360,000); inhibition, % at 9.4 µM; in the data active = inhibition above about 19%;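 also: recombinant mutant TCR 2C K166C tagged with TAMRA read by polarization; 0% = receptor in buffer alone and 100% = receptor with positive control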
TDP2 absorb: blocks human TDP2 phosphodiesterase activity. O95551. recombinant TDP2, T5PNP hydrolysis, p-nitrophenol absorbance 415 nm. inhibition, % at 12.8 µM. actives 0.34% (n = 370,000);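 active = inhibition above the mean of all tested compounds plus 3 SD, set per campaign, cut at about 25% in these data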;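 also: 0% = DMSO with enzyme and 100% = buffer with substrate but no TDP2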
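System: recombinant human TDP2 / Amount: 120 nM TDP2 per well / Also added: 5 mM T5PNP chromogenic substrate / Doses: 12.8 µM single point, 1% DMSO / Incubation: 2 h at 37 °C / Detection: p-Nitrophenol epi absorbance / Evaluation: % inhibition relative to enzyme-containing and enzyme-free wells / Repeats: singlicate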
NR1D1 modulator: modulators of human Rev-erb alpha DNA binding. AID 1259318. activity, % at 10 µM. P20393. Rev-erbα–FITC-DNA binding, fluorescence polarization, 90 min. actives 0.79% (n = 370,000);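 active = activity above about 14%, limit read from the data; passing the limit was not always enough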;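 also: 0% = DMSO wells with 35 nM protein and 100% = DMSO wells with 750 nM protein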
SIAE inh: blocks human sialic acid acetylesterase; Q9HAT2; SIAE FP-Rh probe binding, fluorescence polarization; inhibition, % at 9.66 µM; actives 0.69% (n = 370,000); AID 1053197;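 active = inhibition above a cutoff: mean of compounds within the control limits plus 3 SD of those, cut at about 17% in these data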;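 also: 0% = plate median of compound wells and 100% = probe without SIAE protein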
HTRA1 inh: inhibitors of human serine peptidase HTRA1; inhibition, % at 5.96 µM; Q92743; actives 0.5% (n = 340,000); recombinant HTRA1, FP-rhodamine activity-based probe, fluorescence polarization; in the data active = inhibition above about 36%;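 also: 0% = enzyme with DMSO and 100% = wells lacking enzyme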
Target sequence (Q92743 whole entry, looked up): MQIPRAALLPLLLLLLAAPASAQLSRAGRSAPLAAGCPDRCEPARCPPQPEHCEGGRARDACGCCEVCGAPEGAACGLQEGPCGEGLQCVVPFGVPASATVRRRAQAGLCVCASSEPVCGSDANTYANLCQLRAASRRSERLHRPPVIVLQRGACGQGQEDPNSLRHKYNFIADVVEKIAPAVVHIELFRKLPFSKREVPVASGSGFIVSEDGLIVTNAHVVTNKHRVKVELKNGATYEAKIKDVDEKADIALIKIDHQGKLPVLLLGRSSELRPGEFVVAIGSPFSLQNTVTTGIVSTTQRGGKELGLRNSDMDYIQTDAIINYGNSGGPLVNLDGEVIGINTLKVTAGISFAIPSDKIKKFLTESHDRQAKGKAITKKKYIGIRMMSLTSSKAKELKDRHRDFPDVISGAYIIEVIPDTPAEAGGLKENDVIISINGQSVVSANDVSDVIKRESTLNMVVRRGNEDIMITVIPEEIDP
mABHD4 FP: inhibits mouse alpha/beta hydrolase domain 4. purified mABHD4, FP-Rh probe fluorescence polarization. inhibition, % at 8.92 µM. AID 720543. Q8VD66. actives 0.54% (n = 370,000);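 active = inhibition exceeding the mean over every tested compound plus 3 SD, cut at about 30% in these data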;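 also: 0% = plate median of compound wells and 100% = S159A mutant with DMSO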
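system = mouse ABHD4 enzyme, wild type | medium = HEPES pH 7.0, NaCl, Pluronic buffer | also added = FP-Rh probe | incubation = Enzyme–compound pre-incubation 45 min, then probe 60 min, both 25 °C | technique = fluorescence polarization, excitation 525 nm, emission 598 nm, BODIPY TMR filters | controls = S159A mutant high control, sample median low control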
rCAG binder: molecules binding r(CAG) RNA repeats. AID 651821. r(CAG) RNA repeat, TO-PRO-1 dye displacement fluorescence. inhibition, % at 3 µM. actives 1.3% (n = 370,000);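 active = inhibition above the plate cutoff, the mean of all test compounds on that plate plus 3 SD, cut at about 35% in these data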;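 also: 0% = DMSO alone and 100% = 100 µM mitoxantrone as full dye displacement; higher means more dye released from RNA so lower well fluorescence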
PRMT1 inh: PRMT1 (human) inhibition, primary screen; Q99873; recombinant PRMT1, activity-based probe fluorescence polarization; inhibition, % at 2.79 µM; actives 1.3% (n = 370,000); AID 652257;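 active = inhibition above about 21% made by adding two undisclosed values, limit read from the data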
Target sequence (Q99873 whole entry, looked up): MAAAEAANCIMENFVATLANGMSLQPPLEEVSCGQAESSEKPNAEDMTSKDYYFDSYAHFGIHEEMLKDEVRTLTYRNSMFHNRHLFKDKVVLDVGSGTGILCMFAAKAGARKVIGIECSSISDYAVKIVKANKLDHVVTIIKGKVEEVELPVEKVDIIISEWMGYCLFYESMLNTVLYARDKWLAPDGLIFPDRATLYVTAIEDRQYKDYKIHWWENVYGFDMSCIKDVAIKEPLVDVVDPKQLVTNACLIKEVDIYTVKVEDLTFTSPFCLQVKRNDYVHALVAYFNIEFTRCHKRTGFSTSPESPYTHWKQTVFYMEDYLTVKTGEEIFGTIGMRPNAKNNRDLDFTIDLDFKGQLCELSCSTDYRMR
Numbers without * were called inactive; . = not tested or not shown.

SMILES	LEDGF integ inh	PG9 Ab binder	TCR CD3 inh	TDP2 absorb	NR1D1 modulator	SIAE inh	HTRA1 inh	mABHD4 FP	rCAG binder	PRMT1 inh
CN(C)c1nc(C#N)nc(N2CCOCC2)n1	2	0.0	1	8	-9	-3	0	2	1	-1
Cc1nc2ccccc2c(=O)n1NCc1cc(Br)cs1	1	-2.5	4	7	-1	4	1	-10	-5	-1
COc1ccc(C)cc1S(=O)(=O)n1nc(C)cc1C	2	-0.9	4	-7	-2	1	1	4	-3	-2
Cn1nc(C(F)(F)F)c2cc(C(=O)Nc3ccc(F)cc3F)sc21	-1	-0.7	-3	-10	0	0	-11	-12	-1	1
O=S(=O)(N/N=C/c1cccnc1)c1ccc(Cl)c(Cl)c1	5	0.5	-9	-18	1	4	-7	-9	1	14
COCCn1c(SCC(=O)c2c(N)n(C3CC3)c(=O)[nH]c2=O)nnc1-c1ccc(Cl)cc1	9	0.2	-5	-24	4	-11	7	-9	1	0
COc1ccc(-c2c(C)oc3c(CN4CCN(C)CC4)c(O)ccc3c2=O)cc1	-5	-0.4	-2	-8	5	1	5	-10	-1	4
C=CCC[C@@H](Cc1ccc(F)cc1)C(=O)OC[C@H](Cc1c[nH]c2ccccc12)NC(=O)[C@H](CC=C)CC(=O)NCCO	-1	0.4	3	-6	1	7	-14	-20	-5	-1
COCCCNC(=O)c1cccs1	2	0.1	6	-7	7	-1	6	-5	2	3
O=C(Nc1cccnc1)c1ccccc1Cl	2	2.6	1	12	-1	-1	-4	-3	3	1
O=C(NCc1ccco1)Nc1cccc2ccccc12	-1	-1.1	1	4	-1	3	-3	3	3	4
COc1ccc(NC(=O)NN2CCOCC2)cc1OC	7	-2.4	1	-10	1	5	14	-6	-4	-5
COc1ccccc1N1CCN(C(=O)c2ccc(Br)s2)CC1	-2	-0.8	1	5	-3	4	0	0	-8	-4
O=C(CSc1ncn[nH]1)NCc1ccccc1Cl	-1	-2.4	4	2	0	2	-2	5	1	-2
COc1ccccc1N(CC(=O)Nc1ccccc1C(=O)N1CCOCC1)S(C)(=O)=O	0	1.0	0	-8	3	-5	6	4	-1	1
CN1C(N)=NC(=O)/C1=C\c1ccc(Br)cc1	-5	-1.3	-9	2	0	-2	1	3	2	3
COc1ccc(OC2OC3COC(c4ccco4)OC3C(O)C2NC(C)=O)cc1 (configuration not stated)	-2	-1.3	4	-1	2	2	7	-2	-2	-1
Nc1cccc(C#Cc2ccc3c(c2)C(=O)/C(=C/c2ccsc2)O3)c1	-1	-1.0	-10	9	4	3	-22	-7	18	1
O=C(NC(=S)N1CCCC(O)C1)c1ccco1 (configuration not stated)	-4	-0.9	-10	6	-1	1	-1	1	-1	0
Cc1ccc(S(=O)(=O)CCC(=O)OCC(=O)NCCc2ccccc2)cc1	3	-0.9	-3	4	-9	-3	5	-6	-2	-4
O=C(COC(=O)c1ccc(S(=O)(=O)N2CCCC2)cc1)Nc1ccccc1Cl	1	0.2	5	-3	-3	-1	0	-1	3	0
COc1ccc(C/C(N)=N/OC(=O)COc2ccccc2C)cc1	-1	-1.4	-1	1	-4	4	1	-4	-2	1
COc1ccc(-c2ccc([C@H]3[C@H]4C=CC[C@@H](C)[C@@H]4C(=O)N3Cc3ccccc3)c(F)c2)cc1C	1	1.7	0	-13	-2	-6	-36	-8	7	-3
Cc1ccc(C(=O)COC(=O)CCC(=O)Nc2cc(Cl)ccc2Cl)cc1[N+](=O)[O-]	-7	0.5	-1	-2	0	0	4	8	3	2
CCN1C(=S)SC(=O)C1=C1C=C(C)OC(C)=C1	-1	-2.3	3	-3	2	4	5	11	4	2
Cc1ccc2c(c1)N(CC(=O)NC1CCCCCC1)C(=O)c1cccnc1O2	2	1.8	-3	7	3	6	-1	3	-4	3
CC1(C)Cc2c(ccc3ccccc23)/C(=C/C#N)N1	-1	0.7	0	6	10	4	-32	-12	1	-8
CC(C)(CN=C1NS(=O)(=O)c2ccccc21)CNC(=O)CN1C(=O)c2ccccc2C1=O	2	-0.5	-4	9	2	3	-1	3	0	0
CCOc1ccc(/C=N/n2nnnc2N)cc1O	0	-2.2	-1	-4	-4	1	1	-3	2	1
COc1cccc(NC(=O)Nc2ccc3c(c2)nc(C)n3C)c1	1	-0.4	2	9	-1	4	0	3	3	-1
O=C1CCCCCN1CSc1nc2ccccc2s1	1	-0.3	7	-5	1	0	-1	-2	5	4
O=P(OC1CCCCC1)(OC1CCCCC1)C(O)c1ccc(Cl)cc1Cl (configuration not stated)	-6	-0.1	3	-7	-2	-8	-3	1	-4	0
O=C(Oc1ccccc1)c1ccccc1OS(=O)(=O)c1ccccc1	-1	0.1	6	-1	0	2	-45	-15	-5	-1
CCCc1cc(-c2ccc(O)c(OCC)c2)c(C#N)c(N)n1	-2	0.6	0	-1	2	-2	-9	4	-4	4
CC1(C)Cc2cccc(OCC(=O)OCc3nnc(-c4ccccc4)o3)c2O1	-4	2.2	4	3	3	0	-4	9	-2	3
O=C(CSc1nc2ccccc2[nH]1)NCCc1ccc(Cl)cc1	-2	-0.6	-4	-11	14	1	-6	-2	0	-4
COC(=O)/C=C/c1ccsc1NC(C)=O	0	-2.1	3	8	4	-2	-1	4	2	-1
CC1(C)C(=O)OC(/C=C\c2ccccc2)C(C)(C)C1=O (configuration not stated)	-1	-1.5	2	-4	-5	-4	1	-2	-3	0
CC(C)OC(=O)C1=C2SCC(=O)N2C(N)=C(C#N)C1	1	0.8	-9	3	-2	3	-7	-14	6	8
O=C1NN(c2ccc(F)cc2)C(=O)/C1=C\c1cnn(-c2ccccc2)c1	5	-1.1	-7	-7	-3	1	.	-8	2	3
Cn1nc(C(=O)NCc2ccc(Cl)cc2)c2c1-c1ccccc1S(=O)(=O)C2	-1	1.6	-6	-17	-2	-9	-11	-13	3	-2
COc1ccc(CN2CCC(C(=O)c3ccc(F)cc3)CC2)cc1	0	0.4	5	11	1	-4	-4	0	-5	-4
CC(O)(CC(=O)CC(=O)c1ccccc1)c1ccccc1 (configuration not stated)	2	0.0	9	-6	-1	7	-4	-7	4	0
Cc1cccc(C)c1OCc1cc(C(=O)N2CCN3CCCC3C2)no1 (configuration not stated)	2	-0.8	2	15	-1	-2	-2	-5	-2	1
O=C(CN1C(=O)c2ccccc2S1(=O)=O)Nc1ccccc1C(=O)NCc1ccco1	2	-0.3	-2	3	-2	7	-1	4	3	-2
COc1ccc(NC(=O)CC2C(=O)N(c3cccc(C)c3)C(=O)N2C2CCCCC2)cc1 (configuration not stated)	1	4.2	-7	-2	-5	1	-18	-10	7	0
CC(C)C1N=C2c3ccccc3N=C(SCc3cc(=O)n4cc(Cl)ccc4n3)N2C1=O (configuration not stated)	0	2.3	-7	12	-1	19*	-4	3	-2	-1
COc1cc(CCC(=O)N2CCN(c3ccccc3)CC2)cc(OC)c1OC	0	-1.5	8	11	6	-4	7	-1	0	-3
COc1cccc(CN2CC(C(=O)N3CCCC3)CCC2=O)c1 (configuration not stated)	-1	-0.3	7	-11	-4	-10	5	-9	0	-7
CCOc1ccc(NC(=O)Nc2cc(OCC(F)(F)F)cc(OCC(F)(F)F)c2)cc1	-1	-4.2	1	-4	6	-4	-4	3	6	1

Continued.
SMILES	LEDGF integ inh	PG9 Ab binder	TCR CD3 inh	TDP2 absorb	NR1D1 modulator	SIAE inh	HTRA1 inh	mABHD4 FP	rCAG binder	PRMT1 inh
COc1ccc(N2CCN(C(=O)C3CCCN(c4ncnc5c4nc4n5CCCCC4)C3)CC2)cc1 (configuration not stated)	-7	-0.4	-7	0	1	1	-5	8	-3	4
COc1ccc(N2CCN(C(=S)Nc3ccc(C)cc3)CC2)cc1	4	-0.8	2	-12	1	-2	-3	-2	-1	-1
CCSc1nnc(NC(=O)CN2C(=O)N(C)C3(CCCCC3)C2=O)s1	-2	-0.4	6	7	2	-13	-4	-1	-1	-4
COc1cccc(NC(=O)CN(C)C(=O)CSC(=S)N2CCCC2)c1	0	0.3	-4	4	-5	-5	-4	2	-1	15
CC(=O)Cc1nsc(NC(=O)c2cc(-c3ccccc3Cl)oc2C)n1	2	-2.4	9	-8	-7	-7	-46	-11	20	-1
CC(NC(=O)CCNC(=O)c1ccccc1Cl)C1CC2CCC1C2 (configuration not stated)	-2	1.5	10	2	-9	2	-1	5	-7	0
CCCCN1C(=O)C(CC(=O)NCc2cccs2)CC(C(=O)N(C)C)=C1C (configuration not stated)	1	0.0	1	3	3	2	1	-4	-1	-1
CCOc1ccc(Cl)cc1-c1cc(C(=O)NCc2ccccc2)[nH]n1	1	-0.3	-2	-8	-2	-15	.	-35	4	1
COCCn1c(=S)[nH]c2cc(C(=O)N3CCN(C4CCCCC4)CC3)ccc2c1=O	1	-0.9	0	-6	0	2	-2	3	1	-2
O=S(=O)(c1ccccc1)c1cnn2c(C(F)(F)F)cc(-c3ccccc3)nc12	-5	0.8	3	-5	-2	6	3	-1	-1	1

Next part; it opens with the 3 that closed the last part.
SMILES	LEDGF integ inh	PG9 Ab binder	TCR CD3 inh	TDP2 absorb	NR1D1 modulator	SIAE inh	HTRA1 inh	mABHD4 FP	rCAG binder	PRMT1 inh
CCOc1ccc(Cl)cc1-c1cc(C(=O)NCc2ccccc2)[nH]n1	1	-0.3	-2	-8	-2	-15	.	-35	4	1
COCCn1c(=S)[nH]c2cc(C(=O)N3CCN(C4CCCCC4)CC3)ccc2c1=O	1	-0.9	0	-6	0	2	-2	3	1	-2
O=S(=O)(c1ccccc1)c1cnn2c(C(F)(F)F)cc(-c3ccccc3)nc12	-5	0.8	3	-5	-2	6	3	-1	-1	1
O=Cc1ccccc1OCc1ccc2c(c1)OCO2	-3	-0.3	8	14	1	-2	-8	0	-4	5
Cc1cc2ccccc2n2c(SCC(=O)NCC3CCCO3)nnc12 (configuration not stated)	-7	-1.9	-3	2	-1	-4	.	3	-3	2
FC(F)(F)c1ccc(C2[C@H]3CN(Cc4ccc(-c5ccccc5)cc4)[C@H](c4ccccc4)C34CC2(c2ccccc2)C4)cc1 (some centres not stated)	-3	0.1	5	-1	5	-4	.	0	6	1
CC1=C(C(=O)N(C(C)C)C(C)C)CC(CC(=O)NC2CC2)C(=O)N1CCCN1CCCC1=O (configuration not stated)	-2	-2.4	3	0	2	-2	.	-4	1	-4
O=C(Cn1cccn1)N1CCCC(Nc2ccc(F)c(F)c2)C1 (configuration not stated)	0	-3.0	0	15	-3	7	2	2	0	-3
COc1ccc(OCC(O)CN(C)C(=O)/C=C/c2cccc([N+](=O)[O-])c2)cc1 (configuration not stated)	8	-3.7	-2	-2	-2	-2	-4	-16	-1	0
Cc1[nH]c2ccccc2c1C(=O)COC(=O)C1CC(=O)N(Cc2ccccc2)C1 (configuration not stated)	1	-0.1	5	-13	1	0	-8	-5	-5	0
CCOC(=O)C1CCCN(C(=O)c2ccc3oc(Cc4ccccc4)nc3c2)C1 (configuration not stated)	-5	12*	5	2	-1	1	-2	2	-5	3

Assay outcomes (PubChem BioAssay)

An excerpt; count on the stated rates, not on these rows.
